# Source: PubChem BioAssay
# AID inh: Primary qHTS assay for inhibitors of Activation Induced Cytidine Deaminase (AID): AID signal | Single-stranded DNA cytosine deaminase (Homo sapiens), Q9GZX7 | Potency, µM (highest dose often 115 µM), for the others: at the top dose activity change, negative = inhibition, hits mostly inhibitors | AID deamination FRET fluorescence, UDG-coupled, 4 h | 91,000 compounds, 0.32% hits; note: nearly all actives have a fitted effect of over 25% in size
# Target sequence (Q9GZX7 whole entry, looked up): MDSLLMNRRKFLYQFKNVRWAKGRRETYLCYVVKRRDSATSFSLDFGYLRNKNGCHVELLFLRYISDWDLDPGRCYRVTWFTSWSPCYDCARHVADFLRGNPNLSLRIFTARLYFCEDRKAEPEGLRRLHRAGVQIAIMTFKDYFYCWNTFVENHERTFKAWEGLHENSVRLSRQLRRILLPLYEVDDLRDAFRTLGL
# UDG counter: Primary qHTS assay for inhibitors of Activation Induced Cytidine Deaminase (AID): UDG Counterscreen signal; AID 1347430, 2020; Uracil-DNA glycosylase; Potency, µM (series often up to 115 µM), for inactives: top-dose activity change, negative = inhibition, hits mostly inhibitors; FRET deamination/UDG coupled assay, UDG read, 4 h; 91,000 compounds, 0.14% hits; note: nearly all actives have a fitted effect of over 65% in size
# Active calls of the source: *; ? = inconclusive; & = joins results of further samples; [ ] = another dose, or the depositor's remark. Calls come from the whole dose curve; as a rule, active = well fitted curve in the direction sought with a large enough effect; inconclusive = small, poorly fitted or top-dose-only effect, or another doubt; inactive = no such curve, though single readings can be large; an effect the other way counts as inactive or inconclusive. % is set by controls: 0 for no effect and ±100 for the full control effect; potency is the fitted concentration of half-maximal effect.
No.	SMILES	AID inh	UDG counter
1	COc1ccccc1C(=O)Nc1ccc(S(=O)(=O)Nc2ncccn2)cc1	6%	-1%
2	O=C(NCCC1=CCCCC1)c1ccc2c(c1)N(Cc1ccccc1)C(=O)c1ccccc1S2(=O)=O	-10%	-13%
3	COc1ccc(/C=C2\OC(=O)c3ccccc32)cc1OC	-8%	-7%
4	CCCCn1c(=O)[nH]c(=O)c2c1nc(COC(=O)C=C(C)C)n2CC	-9%	-12%
5	CCOc1ccc(C(N)=S)cc1	1%	6%
6	Cc1ccc2c(CC(=O)Nc3ccc(S(=O)(=O)N4CCCC(C)C4)cc3)coc2c1 (centres undefined)	?	-24%
7	CCc1ccc(S(=O)(=O)N2CCN(Cc3nc4cc(C(=O)N5CCCCC5)ccc4o3)CC2)cc1	-13%	-6%
8	CC(C(=O)Nc1ccccc1C(F)(F)F)n1nnc2sc3c(c2c1=O)CCCC3 (centres undefined)	4%	14%

# Later entries.
No.	SMILES	AID inh	UDG counter
9	CCOc1ccc(NC(=O)CSc2oc(-c3ccco3)nc2S(=O)(=O)c2ccccc2)cc1	6%	-7%
10	Oc1c(Cl)cc(Cl)cc1C=Nc1cccc(C(F)(F)F)c1	-18%	1%
11	CSc1ccc(CCNC(=O)CCn2c(=O)c3cccn3c3cccnc32)cc1	7%	3%
12	Cc1ccc2c(c1)C(C)(c1ccccc1)CC(C)(C)N2C(=O)c1ccc(F)cc1 (centres undefined)	0%	-16%
13	CSc1ccc(CNc2ncc(-c3ccccc3)n2C)cc1	-8%	-8%
14	O=C(NCC(c1ccc2c(c1)OCO2)N1CCOCC1)c1ccccc1 (centres undefined)	1%	13%
15	CC1CN(c2ccc(Cl)cc2)c2nc3c(c(=O)n(CC(=O)O)c(=O)n3C)n2C1 (centres undefined)	6%	2%
16	COc1ccc(Nc2cc(C(=O)NCc3ccccc3OC)c3ccccc3n2)cc1	-7%	-17%[57.5 µM]

# Other compounds.
No.	SMILES	AID inh	UDG counter
17	CC(C)Oc1ccc(CNC(=O)c2ccc(NC(=O)N3CCSc4ncccc43)cc2)cc1	7%	24%
18	CC1=C(C(=O)Nc2cccc(C)c2C)C(c2cccs2)NC(=S)N1 (centres undefined)	4%	9%
19	O=C(c1csc(Nc2ccc(Cl)c(Cl)c2)n1)N1CCc2ccccc2C1	-6%	-16%
20	CCC(C)Cn1c(CCNC(=O)c2ccco2)nc2ccccc21 (centres undefined)	-2%	4%
21	CCc1cccc(C)c1NC(=O)CN1C(=O)C2(SCC(=O)N2c2cccc(F)c2)c2ccccc21 (centres undefined)	-9%	-11%
22	Cc1ccc(C)c(NC(=O)CCOc2ccccc2)c1	-16%	4%[57.5 µM]
23	Cc1ccc(CSc2nc3cccnc3n2Cc2ccc(C(=O)NCc3cccs3)cc2)cc1	2%	-9%[57.5 µM]
24	Cc1cccc(-n2cnc3cc(C(=O)NC4CCCCCC4)ccc32)c1	?	-12%

# New compounds follow:
No.	SMILES	AID inh	UDG counter
25	COc1cc(/C=C2\NC(=O)NC2=O)cc(I)c1OCc1ccc(F)cc1	5%	1%
26	CCn1cc(/C=C(\NC(=O)c2ccc(OC)cc2)C(=O)NCCCn2ccnc2)c2ccccc21	4%	3%
27	Cc1ccc(NC(=O)c2cc(=O)c3ccc(C)cc3o2)c(C)c1	3%	-1%
28	Cc1ccc(N2CC(NC(=O)C3CCCCC3)CC2=O)cc1C (centres undefined)	-3%	0%
29	O=C(CCN1C(=O)NC2(CCCC2)C1=O)Nc1cnc2ccccc2c1	8%	12%
30	Fc1ccc(N2CCN(c3ncnc4onc(-c5ccc(Cl)cc5)c34)CC2)cc1	?	-12%
31	Cc1cc(C)c(Cn2c(CCNC(=O)c3ccco3)nc3ccccc32)c(C)c1	?	?
32	COCCCn1c(=O)c2sccc2n2c(CCCC(=O)Nc3ccc(F)c(F)c3)nnc12	10%	-6%

# (further entries)
No.	SMILES	AID inh	UDG counter
33	Cc1cc(=Nc2ccccc2)n2ccsc2n1	5%	-15%
34	O=C(O)c1cccc(NCc2ccc(Cl)cc2Cl)c1	3%	0%
35	CC(=O)SCC[N+](C)(C)C	-6%	-1%
36	Cc1ccc(C2N3CC4(C(C)C)CN2CC(C(C)C)(C3)C4=O)cc1 (centres undefined)	-5%	-2%
37	CCOc1nnc(CN2CCN(c3cccc(F)c3C#N)CC2)s1	-16%	-15%
38	Cc1ccc2c(c1)c(=O)c(C(=O)c1ccc3c(c1)OCO3)cn2Cc1ccc(Cl)cc1	?	-16%
39	COc1cc(C2c3c(oc4ccccc4c3=O)C(=O)N2c2ccccn2)cc(OC)c1OC (centres undefined)	10%	-3%
40	C/C(=N/NC(=O)C1CC1(c1ccc(C)cc1)c1ccc(C)cc1)c1cccc2ccccc12 (centres undefined)	-2%	-7%

# Reformatted with values under each structure: entries from further up.
# Fields: AID inh	UDG counter
25: COc1cc(/C=C2\NC(=O)NC2=O)cc(I)c1OCc1ccc(F)cc1
 : 5%	1%
26: CCn1cc(/C=C(\NC(=O)c2ccc(OC)cc2)C(=O)NCCCn2ccnc2)c2ccccc21
 : 4%	3%
27: Cc1ccc(NC(=O)c2cc(=O)c3ccc(C)cc3o2)c(C)c1
 : 3%	-1%
28: Cc1ccc(N2CC(NC(=O)C3CCCCC3)CC2=O)cc1C (centres undefined)
 : -3%	0%
29: O=C(CCN1C(=O)NC2(CCCC2)C1=O)Nc1cnc2ccccc2c1
 : 8%	12%
30: Fc1ccc(N2CCN(c3ncnc4onc(-c5ccc(Cl)cc5)c34)CC2)cc1
 : ?	-12%
31: Cc1cc(C)c(Cn2c(CCNC(=O)c3ccco3)nc3ccccc32)c(C)c1
 : ?	?
32: COCCCn1c(=O)c2sccc2n2c(CCCC(=O)Nc3ccc(F)c(F)c3)nnc12
 : 10%	-6%
33: Cc1cc(=Nc2ccccc2)n2ccsc2n1
 : 5%	-15%
34: O=C(O)c1cccc(NCc2ccc(Cl)cc2Cl)c1
 : 3%	0%
35: CC(=O)SCC[N+](C)(C)C
 : -6%	-1%
36: Cc1ccc(C2N3CC4(C(C)C)CN2CC(C(C)C)(C3)C4=O)cc1 (centres undefined)
 : -5%	-2%
37: CCOc1nnc(CN2CCN(c3cccc(F)c3C#N)CC2)s1
 : -16%	-15%

# The listing continues:
No.	SMILES	AID inh	UDG counter
41	COc1ccc(NC(c2ccc(F)cc2)c2nnc(-c3ccccc3Cl)o2)cc1Cl (centres undefined)	?	?
42	O=C(Nc1ccccc1SC1CCCC1)c1ccco1	-10%	-8%
43	Cn1c(=O)c2sccc2n2c(CCCC(=O)Nc3ccc(F)cc3F)nnc12	-6%	2%
44	COc1ccc2cc(C(=O)Nc3ccccc3)c(C)nc2c1	3%	1%
45	COC(=O)c1c(C)oc2ccc(N(C(=O)c3ccncc3)S(=O)(=O)c3c(C)cc(C)cc3C)cc12	3%	-2%
46	COc1ccc(S(=O)(=O)Nc2cccc(-c3ccc(N4CCCCCC4)nn3)c2)cc1	-8%	-6%
47	CC(C)(C)C(=O)NCCCC(=O)NCCc1cccs1	7%	5%
48	COc1ccc(OC)c(CNC(=O)C2COc3ccccc3C2)c1 (centres undefined)	-6%	0%

# Next records follow:
No.	SMILES	AID inh	UDG counter
49	CCn1ccc2cc(S(=O)(=O)N3CCCN(C(=O)Nc4ccccc4F)CC3)ccc21	15%	4%
50	COc1ccc(N2Cc3cccc(C(=O)Nc4ccc(C)c(C)c4)c3C2=O)cc1	4%	8%
51	COc1cccc(N2CCN(C(=O)c3cnn(C(C)(C)C)c3C3CCN(C(=O)OC(C)(C)C)CC3)CC2)c1	-28%	-12%
52	COc1ccc(-c2cc(C(F)(F)F)nc(SCC(=O)N3CCCCC3)n2)cc1	35%[activator]	-1%
53	CC(C)(CNC(=S)Nc1ccc(SC(F)F)cc1)N1CCOCC1	-16%	-15%
54	Cc1ccc(C)c(N2CCN(C3(c4ccccc4)C(=O)c4ccccc4C3=O)CC2)c1	?	-24%
55	Cc1ccn2cc(-c3c(-c4ccccc4C)n(C)c(=O)n(C)c3=O)nc2c1	-2%	-8%
56	CCc1ccc(NC(=O)CSc2nc3c([nH]c4ccccc43)c(=O)n2C)cc1	15%	4%[57.5 µM]

# Continuation.
No.	SMILES	AID inh	UDG counter
57	CCOC(=O)c1c(NC(=O)CSc2cn(CCNC(=O)c3ccccc3OC)c3ccccc23)sc2c1CCC2	30%	-3%
58	Cc1ccc(NC(=O)c2sc3nc(-c4ccncc4)ccc3c2N)cc1	37%[activator]	8%
59	N#CCCN(C(=O)CN1CCCC1c1ccc(Cl)c(Cl)c1)c1ccccc1F (centres undefined)	-12%	3%
60	CC(C)C(=O)Nc1ccccc1I	-4%	-10%
61	Cc1c(/C=C(\C#N)c2ccc(Cl)cc2)c2ccccc2n1C	-12%	-11%
62	C/C(=N\O)c1oc2ccc3c(C)cc(=O)oc3c2c1-c1ccccc1	-3%	5%
63	NC(=S)N/N=C/c1c(Cl)cccc1Cl	0%	3%
64	Cc1ccc(-c2nnc(SCc3ccccc3C)o2)cc1	?	-14%

# Next structures.
No.	SMILES	AID inh	UDG counter
65	COc1cc(CCC(=O)NCc2ccc3c(c2)CCN3C(=O)c2ccc(F)cc2)cc(OC)c1OC	12%	0%
66	CCOc1cc(C2c3c(oc4ccc(F)cc4c3=O)C(=O)N2Cc2ccc(C)cc2)ccc1O (centres undefined)	-14%	-5%
67	C=CC[N+]1(CC#CCOC(c2ccccc2)c2ccccc2)CCCCC1	-8%	7%
68	N#Cc1cnn2c(C(F)(F)F)cc(-c3ccco3)nc12	27%	4%
69	CCOC(=O)c1c(C)[nH]c(C)c1S(=O)(=O)N(C)CC(=O)Nc1ccc(C)c(N(C)C)c1	0%&28%	0%&8%
70	Cc1ccc(S(=O)(=O)NCC(c2ccco2)N2CCOCC2)cc1 (centres undefined)	2%	-29%
71	Cc1ccccc1OCC(=N)N	0%	-7%
72	CN(CC(=O)N(C)C)Cc1coc(-c2ccc(Cl)cc2)n1	5%	-4%

# Following part.
No.	SMILES	AID inh	UDG counter
73	Cc1ccc(Nc2cc(C(=O)NCc3cccs3)c3ccccc3n2)c(C)c1	-3%	-18%[57.5 µM]
74	O=C(NCc1ccccc1)c1ccccc1NS(=O)(=O)c1ccc2[nH]c(=O)[nH]c2c1	8%	3%
75	O=C(/C=C/c1ccsc1)c1ccc(O)cc1	-16%	-11%
76	O=C(CSc1nc2c(c(-c3cccs3)n1)CCCC2)Nc1cc(Cl)cc(Cl)c1	-13%	-10%
77	Cc1ccc(Cn2c(SCc3ccc(C(=O)NCCc4ccccc4)cc3)nc3ccncc32)cc1	-20%	-9%
78	CCOC(=O)Nc1ccc(NS(=O)(=O)c2cc(F)ccc2F)cc1	2%	3%
79	Cc1ccc(S(=O)(=O)c2nnn3c2nc(NCc2ccc4c(c2)OCO4)c2sccc23)cc1	?	-22%
80	COCc1ccc(CNC(=O)CC(C)(C)C)cc1	1%	-4%

# (cont.)
No.	SMILES	AID inh	UDG counter
81	O=C(O)CNCc1ccccc1	-5%	1%
82	O=C(Oc1ccc2c(=O)c(Oc3ccc(F)cc3)coc2c1)c1ccccc1F	-7%	-7%
83	O=C(COCc1nc2ccccc2c(=O)[nH]1)Nc1nc(-c2ccc3ccccc3c2)cs1	-7%	3%
84	COc1ccccc1N1CCN(c2ncnc3c2c(-c2ccccc2)cn3-c2cccc(Cl)c2)CC1	-2%	2%[57.5 µM]
85	CCc1nc(NC(=O)c2ccc(C#N)cc2)sc1C	1%	2%
86	O=C(CSc1nc2c(c(=O)n1CCc1ccccc1)SCC2)Nc1ccc(C(F)(F)F)cc1	0%	-6%
87	Cc1ccc(COc2c(Cl)cc(/C=C(/C#N)c3nc4ccc(C)cc4[nH]3)cc2Cl)cc1	-4%	6%
88	COC(=O)CC(NC(=O)Cc1cccc(OC)c1)c1cccs1 (centres undefined)	4%	-3%

# (more compounds)
No.	SMILES	AID inh	UDG counter
89	Cc1cc(C)c2c(N)c(C(=O)Nc3ccccc3C(F)(F)F)sc2n1	0%	-20%
90	CC1CCC(NC(=O)c2ccc3c(c2)N(Cc2ccccc2F)C(=O)c2ccccc2S3=O)CC1 (centres undefined)	-25%	-7%
91	COC(=O)C1=C(C)NC(C)=C(C(=O)OC)C1c1ccccc1[N+](=O)[O-]	0%	-7%
92	N#CCCCOC(=O)c1c[nH]c2ccccc12	-6%	-2%
93	CC(C)Cn1cc(NC(=O)N2CCN(c3ccccc3F)CC2)c2ccccc2c1=O	135%[activator]	0%
94	CC1=C(CC(=O)O)c2cc(F)ccc2/C1=C\c1ccc(S(C)=O)cc1 (centres undefined)	69%[activator]	-3%
95	O=C(/C=C/c1ccccc1)c1ccc2oc3ccccc3c2c1	-22%	1%
96	COc1ccc2c(c1)c1c(c(=O)n(-c3ccc(F)c(Cl)c3)c(=O)n1Cc1ccccc1C)n2C	3%	-4%

# Other entries:
No.	SMILES	AID inh	UDG counter
97	CCCN1CCN(CC2=C(C(=O)OCC)C(c3ccc(OC(C)C)cc3)NC(=O)N2)CC1 (centres undefined)	12%	-10%
98	Cc1ccc(C(=O)c2c(C)c(CCC#N)n3ccccc23)cc1	-8%	-9%
99	O=C(c1cc(-c2ccco2)[nH]n1)N1CCN(c2ccccc2)CC1	9%	12%
100	CCOc1cccc(CNC)c1OCc1ccc(Cl)cc1	8%	14%
101	CCOc1ccc(-n2cc(-c3ccccc3)c3c(NC4CCCC4)ncnc32)cc1	-17%	-8%[57.5 µM]
102	CCc1cccc(-n2c(=O)c3cccnc3n2CC(=O)NCc2ccccc2Cl)c1	-12%	-6%
103	CCc1ccc(Nc2nc(CSc3ccc(Cl)cc3)nc3sc4c(c23)CCC4)cc1	-7%	-3%
104	Cc1ccc(-n2ncc3c(Nc4ccc(Oc5ccccc5)cc4)ncnc32)cc1	13%	27%

# A portion of the library; rates above refer to the full screens.
